Screening data: PubChem, National Center for Advancing Translational Sciences (NCATS)
KCNH2 WT inh – inhibitors of human wildtype KCNH2 potassium channel; Q12809; U2OS, BacMam KCNH2, thallium flux FluxOr; active compounds read low; activity change, % at 1.84 µM; actives 0.37% (n = 340,000);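 active = maximum activity change below -70%; inconclusive = maximum activity change between -70% and -50%; inactive = maximum activity change above -50%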; note: % is set by controls: 0 for no effect and ±100 for the full control effect
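U2OS cells transduced with wild-type KCNH2 virus are loaded with FluxOr dye for 45 min, and thallium flux is measured in kinetic reads before and after stimulation buffer. Rate constants are normalized to DMSO controls.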
MBNL1-CUG inh – MBNL1-poly(CUG) RNA binding inhibition. actives 0.036% (n = 280,000). Potency, µM (series often up to 57.5 µM), without a hit: at the top dose activity change, negative = inhibition, usual class: inhibitors. Q9NR56. TR-FRET MBNL1-His/biotin-(CUG)12 binding, 665/545 ratio; active = well fitted inhibition curve with a large enough effect in the signal ratio, with a control signal flat, not every such curve was filed as active; inconclusive = small, poorly fitted or top-dose-only effect, or effect the other way, or a change in a side signal; inactive = no such curve, though single readings can be large or run the other way; the % refers to the signal ratio; note: potency is the fitted concentration of half-maximal effect; % is set by controls: 0 for no effect and ±100 for the full control effect
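Inhibition of protein-RNA binding appears as loss of TR-FRET between terbium anti-His antibody on MBNL1-His and streptavidin-XL665 on biotin-(CUG)12. Activity is normalized to buffer-only and uninhibited-complex controls.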
Mito fusion act – inhibitors of mitochondrial division or activators of mitochondrial fusion; Potency, µM (highest dose often 46.1 µM), without a hit: at the top dose growth rescue (activation), usual class: activators; actives 0.23% (n = 320,000); S. cerevisiae fusion-defective mutant growth rescue, CellTiterGlo 48 h;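 note: potency is the fitted concentration of half-maximal effect; % of control where 0% means no effect; nearly all actives have a fitted effect of over 45% in size; temperature-sensitive fusion mutants such as fzo1-1 at 37 °C on non-fermentable ethanol glycerol medium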
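Read-out: ATP-based luminescence (CellTiterGlo, 10 min ambient) reporting growth of fusion-defective ts yeast after 48 hours at 37C on glycerol/ethanol YPEG medium in the presence of compound.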
ASM inhibitor – human S-ASM enzyme inhibition; P17405; placental ASM, HMU-PC fluorogenic substrate, 60 min; Potency, µM (series often up to 57.5 µM), for the others: top-dose activity change, negative = inhibition, hits mostly inhibitors; actives 0.006% (n = 340,000); AID 504937; note: potency is the fitted concentration of half-maximal effect
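Steps: dispense placental human ASM, pin compound, wait 10 min at room temperature, add HMU-PC0 substrate at 9 uM final, incubate 60 min at 37 °C, add stop solution raising pH to 10, read fluorescence.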
Eya2 inh – blocks the phosphatase activity of human Eya2. O00167. recombinant Eya2, OMFP fluorescence dephosphorylation (OMFP is methylfluorescein phosphate). Potency, µM (top dose mostly 76.9 µM), inactives show top-dose activity, negative = inhibition, hits mostly inhibitors. actives 0.006% (n = 330,000); note: potency is the fitted concentration of half-maximal effect; % is set by controls: 0 for no effect and ±100 for the full control effect
Target sequence (O00167 whole entry, looked up): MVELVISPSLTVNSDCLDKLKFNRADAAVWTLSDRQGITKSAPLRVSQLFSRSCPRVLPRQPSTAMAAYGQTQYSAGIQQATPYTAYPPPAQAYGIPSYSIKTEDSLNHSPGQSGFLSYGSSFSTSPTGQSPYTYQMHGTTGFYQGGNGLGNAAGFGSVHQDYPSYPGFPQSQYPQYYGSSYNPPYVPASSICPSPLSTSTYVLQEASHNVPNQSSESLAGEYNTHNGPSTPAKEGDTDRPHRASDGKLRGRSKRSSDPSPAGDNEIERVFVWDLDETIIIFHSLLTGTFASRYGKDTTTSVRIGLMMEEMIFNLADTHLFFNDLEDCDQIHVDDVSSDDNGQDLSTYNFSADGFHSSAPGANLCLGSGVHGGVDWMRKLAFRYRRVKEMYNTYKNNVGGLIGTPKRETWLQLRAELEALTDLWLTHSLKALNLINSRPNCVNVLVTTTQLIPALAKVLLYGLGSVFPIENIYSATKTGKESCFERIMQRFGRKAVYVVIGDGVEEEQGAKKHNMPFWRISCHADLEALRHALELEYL
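Eya2 protein (added as 0.2 uM solution) was preincubated with compound for 10 min at ambient temperature in 50 mM HEPES pH 7.5, 50 mM NaCl, 5 uM MgCl2, 0.05% BSA, 1 mM DTT. OMFP (added at 50 uM) then reacted 10 min; fluorescence read at 485/525 nm.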
BCR signal inh – inhibitors of chronic active B-cell receptor signaling. AID 493014. Potency, µM (doses to about 46.1 µM), inactives show at the top dose ratio change, negative = lower green/red ratio, usual class: inhibitors. ABC-DLBCL IkBa-CBG/CBR reporter, luminescence ratio, 4 h. actives 0.05% (n = 340,000); active = well fitted inhibition curve with a large enough effect in the signal ratio, with a control signal flat, not every such curve was filed as active; inconclusive = small, poorly fitted or top-dose-only effect, or effect the other way, or a change in a side signal; the % refers to the signal ratio;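 note: potency is the fitted concentration of half-maximal effect; plate controls were basal doxycycline-induced cells for no effect and cells given 10 µM MG132 for full effect; MG132 reads +100%, hits lower the ratio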
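Concentration-response series (up to 46 uM) were applied to TMD8 dual-reporter cells for 4 h at 37C with doxycycline. Green/red ratio, after filter-overlap correction, defined %Activity; red signal alone was normalised to basal cells and zero luminescence.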
PKM2 activator – increases activity of human pyruvate kinase M2 | purified PKM2, Kinase-Glo ATP luminescence, activation; response scale: 0% is enzyme alone, no compound | P14618 | Potency, µM (highest dose often 57.5 µM), for the others: at the highest dose activation, most hits filed as activators | AID 1631 | actives 0.34% (n = 260,000); note: potency is the fitted concentration of half-maximal effect; % is set by controls: 0 for no effect and ±100 for the full control effect; nearly all actives have a fitted effect of over 55% in size
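Purified hPK-M2 (>95% pure) converted ADP (0.1 mM final) to ATP with 0.5 mM PEP in 50 mM imidazole pH7.2, KCl, MgCl2, Tween 20, BSA; 1 h at room temperature. ATP detected by Kinase-Glo luminescence.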
TSHR antagonist – antagonists of human thyroid stimulating hormone receptor | P16473 | TSHR-expressing cells, TSH-stimulated cAMP HTRF, 2 h; active compounds read low | activity change, negative = inhibition, % at 11.5 µM | actives 0.2% (n = 330,000);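 active = activity change below a set negative limit, meaning inhibition stronger than a set level, cut at about -70% in these data; inconclusive = activity change between two set negative limits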; note: % is set by controls: 0 for no effect and ±100 for the full control effect
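TSHR-expressing cells, 200/well, pre-treated with compound, then stimulated with EC80 TSH (4nM final) for 2 hours at 37 deg C. cAMP measured by competitive HTRF: anti-cAMP cryptate antibody in lysis buffer plus cAMP-d2, read after 30 minutes at room temperature.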
Menin MLL FP TR – menin-MLL binding inhibition, Texas Red mutant peptide; actives 0.23% (n = 270,000); Potency, µM (series often up to 61.6 µM), for inactives: top-dose FP activity change, negative = inhibition, usual class: inhibitors; Menin + Texas Red MLL mutant peptide, fluorescence polarization; O00255; active = well fitted inhibition curve with a large enough effect in the polarisation, with a control signal flat, not every such curve was filed as active; inconclusive = small, poorly fitted or top-dose-only effect, or effect the other way, or a change in a side signal; inactive = no such curve, though single readings can be large or run the other way; the % refers to the polarisation; note: potency is the fitted concentration of half-maximal effect; % of control where 0% means no effect; many of its hits are not listed in these tables
USP2a inh – blocks human ubiquitin-specific protease USP2a; O75604; USP2 core, Ub-CHOP2 coupled fluorogenic reporter, 485/531; Potency, µM (series often up to 38.3 µM), for inactives: at the highest dose activity change, negative = inhibition, usual class: inhibitors; actives 0.01% (n = 330,000); AID 463254;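 note: potency is the fitted concentration of half-maximal effect; plate controls were DMSO wells for no effect and full inhibition by NEM control for full effect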
Target sequence (O75604 whole entry, looked up): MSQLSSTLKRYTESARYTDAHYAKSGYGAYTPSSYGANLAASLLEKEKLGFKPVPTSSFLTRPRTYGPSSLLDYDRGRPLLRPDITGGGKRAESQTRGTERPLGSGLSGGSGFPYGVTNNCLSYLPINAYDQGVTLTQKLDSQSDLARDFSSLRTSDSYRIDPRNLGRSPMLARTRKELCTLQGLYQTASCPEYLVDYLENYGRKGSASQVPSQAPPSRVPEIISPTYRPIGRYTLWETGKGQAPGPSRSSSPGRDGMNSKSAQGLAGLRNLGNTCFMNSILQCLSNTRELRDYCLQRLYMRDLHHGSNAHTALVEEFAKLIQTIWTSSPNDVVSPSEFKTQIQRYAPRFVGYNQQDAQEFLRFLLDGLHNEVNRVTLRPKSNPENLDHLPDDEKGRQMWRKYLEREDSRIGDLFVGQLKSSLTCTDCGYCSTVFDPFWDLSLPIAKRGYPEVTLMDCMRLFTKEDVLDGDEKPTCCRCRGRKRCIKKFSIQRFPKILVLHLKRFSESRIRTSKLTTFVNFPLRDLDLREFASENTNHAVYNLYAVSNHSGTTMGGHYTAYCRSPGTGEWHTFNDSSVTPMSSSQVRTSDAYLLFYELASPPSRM
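USP2 core (10nM final) preincubated 30min RT with compound in 20mM Tris-HCl pH 8.0, 2mM CaCl2, 2mM beta-mercaptoethanol, 0.05% CHAPS; 25nM Ub-CHOP2 plus 25nM reporter substrate added, fluorescence (Ex485/Em531) read after 60min.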
GALK inh – galactokinase (human) inhibition. actives 0.007% (n = 270,000). AID 1868. Potency, µM (titrated, usually from 57.5 µM), inactives show at the top dose activity change, negative = inhibition, usual class: inhibitors. Purified GALK, Kinase-Glo residual ATP luminescence. P51570; note: potency is the fitted concentration of half-maximal effect; % is set by controls: 0 for no effect and ±100 for the full control effect
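Kinase-Glo Plus luminescence measured ATP left after a 1 h room-temperature reaction. The reaction used 5 nM GALK, 100 uM galactose and 35 uM ATP at pH 8.0 (20 mM HEPES, 5 mM MgCl2, 60 mM NaCl, 1 mM DTT, 0.01% BSA).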
The depositor's hits bear a star; ? = inconclusive; . = no result given; & = joins results of further samples; [ ] = dose if it differs, or a comment. Unless noted, calls come from the whole dose curve; as a rule, active = well fitted curve in the direction sought with a large enough effect; inconclusive = small, poorly fitted or top-dose-only effect, or another doubt; inactive = no such curve, though single readings can be large; an effect the other way counts as inactive or inconclusive. The list is partial. The share of hits here may be higher or lower than overall.

Below each compound: Eya2 inh	BCR signal inh	ASM inhibitor	MBNL1-CUG inh	USP2a inh	KCNH2 WT inh	TSHR antagonist	PKM2 activator	Menin MLL FP TR	Mito fusion act	GALK inh
> CC(=O)Nc1cc(-c2ccccc2)ccc1O
 : -4%	-1%	4%	-21%	-4%	-2	9	-9%	10%	13%	4%
> COc1cc2c(cc1C1C(C#N)=C(N)OC3=C1C(=O)CC(C)(C)C3)OCO2 (stereo not drawn)
 : 3%	2%	-7%	4%	3%	2	-24	8%	2%	-3%	-2%
> O=C(CN1CCN(S(=O)(=O)/C=C/c2ccccc2)CC1)NC(=O)NCc1ccco1
 : 16%	-2%	-1%	-11%	0%	27	-9	4%	-10%	3%	-1%
> O=C(NNc1ccc(C2CCCCC2)cc1)C(O)(c1ccccc1)c1cccs1 (stereo not drawn)
 : -17%	10%	-22%	-11%	1%	0	-9	-1%	?	-21%	1%
> C=CCOc1cccc(CNn2nnnc2N)c1
 : -3%	5%	2%	8%	9%	2	7	-13%	3%	3%	1%
> CNC(=S)N(CCc1ccc(OC)c(OC)c1)C1CC(=O)N(c2ccccc2)C1=O (stereo not drawn)
 : -18%	?	0%	-12%	0%	2	9	?	.	2%	0%
> COc1ccc(C)cc1NC(=O)C(C)N(c1ccc(C)cc1)S(C)(=O)=O (stereo not drawn)
 : -4%	-1%	3%	-7%	-1%	4	9	-1%	-24%	3%	-1%
> COc1cccc(-c2c(C(=O)N/N=C(\C)c3cccnc3)nnn2-c2nonc2N)c1
 : 4%	3%	-2%	3%	2%	-2	-4	-8%[0.46 µM]	-4%	7%	-2%
> CC(C)c1nc(SCC(=O)Nc2cccc(C(=O)O)c2)c2c3c(sc2n1)CCCC3
 : 10%	-1%	3%	-1%	3%	4	-11	-1%	?	21%	-6%
> CCN(CC(=O)NCc1ccc(F)cc1)S(=O)(=O)c1ccc(Cl)s1
 : -25%	2%	0%	.	6%	3	.	.	.	.	.
> Cc1ccc(C)c(N(CC(=O)N2CCCC2)S(C)(=O)=O)c1
 : 10%	-11%	-3%	-7%	2%	-11	31	0%	-9%	4%	.
> CC(=O)Nc1ccc(S(=O)(=O)N2CCC(NC(=O)C(Cc3ccccc3F)NC(C)=O)CC2)cc1 (stereo not drawn)
 : 0%	-2%	1%	-3%	1%	-2	9	4%	2%	-7%	14%
> O=C(Nc1ccc(F)cc1)C1CCCN1S(=O)(=O)c1ccc(Br)cc1 (stereo not drawn)
 : 5%	?	0%	57%[activator]	-2%	-1	-1	2%	13%	3%	5%
> COc1cc2nc(CN(C)Cc3ccc(OC)c(OC)c3OC)[nH]c(=O)c2cc1OC
 : -7%	3%	-1%	-6%	3%	8	-6	3%	-18%	-3%	0%
> Nc1ccc(Br)cc1-c1nc2ccccc2[nH]c1=O
 : -24%	5%	11%	26%	0%	-9	-9	-20%	?	-2%	-1%
> CCC1CCCCN1S(=O)(=O)Cc1ccccc1Cl (stereo not drawn)
 : 4%	10%	0%	-2%	1%	-3	-14	0%	-12%	-3%	-2%
> O=C(NCc1n[nH]c(=S)n1-c1ccccc1)c1ccco1
 : -3%	-14%	4%	?	3%	-8	2	-4%	10%	4%	1%
> Cc1cc(=O)oc(C)c1C(=O)Nc1cnc2ccccc2c1
 : -8%	1%	3%	2%	4%	-3	-7	-8%	2%	1%	2%
> Cc1ncsc1C(=O)N1N=C2/C(=C/c3ccccc3)CCCC2C1c1ccccc1 (stereo not drawn)
 : 10%	-23%	-5%	6%	2%	-7	34	0%	-3%	1%	1%
> COc1ccc2cc3cc(C(=O)NCc4ccco4)oc3nc2c1
 : -24%	-13%	212%[activator]	?	1%	0	-2	11%	-26%	-3%	5%
> O=C1NC(=O)C2(COC(c3ccccc3Cl)OC2)S1 (stereo not drawn)
 : 5%	?	1%	.	3%	11	2	-5%	-1%	13%	0%
> CN1CCN(C(=O)C2=C[C@@H](C3CCCCC3)C[C@@H](OCCCCO)O2)CC1
 : 3%	14%	4%	-6%	4%	2	26	1%	-3%	-2%	-3%
> C/C(N)=C(/C#N)C(=O)CSc1nc2ccccc2c(=O)n1-c1ccc(C)cc1
 : 4%	1%	.	20%	1%	.	-3	3%	15%	-9%	1%
> CCOc1ccc(NC(=O)NCCCCc2ccccc2)cc1
 : 5%	8%	-1%	-3%	-2%	4	5	4%	16%	-4%	5%
> CCCCCn1c(SCc2ccncc2)nc2cc(C(=O)NCc3ccco3)ccc2c1=O
 : -6%	5%	-9%	-11%	-8%	12	-23	-1%	-12%	5%	1%
> CC1=C(C(=O)OCc2ccccc2)C(c2ccc([N+](=O)[O-])cc2)NC(=O)N1CCCCCC(=O)O (stereo not drawn)
 : 12%	6%	-1%	?	0%	6	-6	2%&0%	1%&10%	-2%	.
> CN(C/C(O)=C(\C#N)c1ccccc1)C1CCCCC1
 : 25%	5%	1%	-5%	3%	3	5	-6%	-4%	-10%	2%
> O=C(/C=C/c1ccc([N+](=O)[O-])cc1)c1cccnc1
 : 3%	1%	3%	37%[activator]	1%	-22	8	5%	0%	2%	0%
> CCOC(=O)c1c(C)c(C(=O)NC2CCCCC2)c(C)n1CC
 : -3%	-18%	3%	-2%	1%	0	1	-5%	17%	8%	-1%
> O=C1CCc2cc(S(=O)(=O)Nc3ccccc3F)ccc2N1
 : 2%	-13%	1%	.	0%	-4	29	.	.	4%	.
> COCCn1c(=S)[nH]c2ccc(N(C)C)cc2c1=O
 : -21%	2%	35%[activator]	?	2%	.	26	?	-1%	-7%	0%
> Cc1ccccc1OCC(=O)N1CCc2ccccc2C1
 : -1%	-10%	0%	1%	0%	-28	-2	2%	?	5%	-4%
> COC(=O)c1sc(-c2ccccc2)cc1NC(=O)c1ccc(F)cc1
 : 2%	-6%	2%	2%	6%	-5	8	0%	7%	-8%	0%
> Cc1cc(C)n2nc(SC(C)C(=O)NCc3ccco3)nc2n1 (stereo not drawn)
 : -9%	0%	2%	5%	-1%	-4	-8	1%	-9%	0%	6%
> COc1ccc(-c2c(C)sc(NC(=O)c3ccnn3C)c2C#N)cc1
 : -7%	0%	-1%	33%[activator][11.5 µM]	-1%	2	-13	-3%	-1%	-10%	.
> CC(NC(=O)c1ccc([N+](=O)[O-])o1)C12CC3CC(CC(C3)C1)C2 (stereo not drawn)
 : 3%	?	2%	?	-1%	-14	?	1%	45%[activator]	14µM*	-2%
> Cc1nnc(NC(=O)C(C)Sc2nnc(CCNC(=O)c3ccccc3F)n2C)s1 (stereo not drawn)
 : -2%	-4%	-3%	3%	2%	10	3	0%	17%	-6%	1%
> CC(=O)Nc1cccc(OCc2cnc(Cl)s2)c1
 : -3%	?	15%	3%	0%	31	-4	0%	6%	1%	1%
> CCOC(=O)Cn1c2ccccc2c2nc(C)sc21
 : -6%	-4%	-1%	-9%	1%	19	-7	0%	-2%	0%	0%
> COc1ccc(F)cc1C(=O)C1CCCN(Cc2ccc3c(c2)OCCO3)C1 (stereo not drawn)
 : 13%	2%	-4%	-10%	2%	44	6	-5%	-3%	-6%	2%
> CCOc1ccccc1CN1CCN(Cc2csc(C(C)=O)c2)CC1CCO (stereo not drawn)
 : -1%	?	-1%	-2%	2%	1	7	3%	-14%	2%	2%
> C=CCOc1ccc(C(=O)NC2CCCCC2)cc1
 : -7%	?	1%	-4%	2%	-4	-8	-5%	.	0%	-2%
> CCOC(=O)c1cc(OCC(=O)NC(C)C(C)C)cc(C(=O)OCC)c1 (stereo not drawn)
 : 7%	6%	-3%	-3%	0%	42	3	-5%	-11%	-3%	0%
> COc1ccc(Nc2cc(C(=O)NCCCN3CCOCC3)c3ccccc3n2)cc1
 : -3%	14%	-4%	6%	2%	0	3	.	.	-1%	5%
> CCN(CC(=O)Nc1c(C(=O)OC)[nH]c2ccc(Cl)cc12)c1ccc2c(c1)OCO2
 : -4%	1%	-21%	19%	0%	-3	-11	4%	?	12%	1%
